KB-V1 cytotox: qHTS assay for MDR1-selective chemotherapeutics: Primary screen using the drug-selected MDR subline cells KB-V1; KB-V1 MDR cells viability, CellTiter-Glo, 72 h; Potency, µM (titrated, usually from 46.1 µM), inactives show top-dose activity change, negative = cytotoxicity, actives largely listed as cytotoxic; hit rate 3.4% among 400,000; AID 1347076, 2019; note: potency is the fitted concentration of half-maximal effect; % is set by controls: 0 for no effect and ±100 for the full control effect; nearly all actives have a fitted effect of over 60% in size
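qHTS viability screen in drug-selected KB-V1 MDR cells: 72 h compound treatment at 37 degrees C, ATP luminescence end point.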
HT1080 IDH1KD tx: qHTS for induction of synthetic lethality in tumor cells producing 2HG: qHTS for the HT-1080-IDH1KD cell line | HT-1080 IDH1 knockdown viability, ATP luminescence, 48 h | Potency, µM (highest dose often 46.1 µM), for inactives: at the top dose activity, negative = toxicity, hits mostly cytotoxic | hit rate 2% among 360,000;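 note: potency is the fitted concentration of half-maximal effect; 0% = DMSO wells and -100% = cell-free medium wells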
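IDH1KD HT-1080 cells, 750/well, RPMI + 5% FBS; compound pinned after 2 h settling; 48 h, 37 °C; CellTiter-Glo luminescence; % activity normalised to DMSO and no-cell wells; curves fitted, classed by r2 and efficacy.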
GLP1R ag: qHTS of GLP-1 Receptor Agonists; Glucagon-like peptide 1 receptor (Homo sapiens), P43220; HEK293 GLP-1R CRE-luciferase, luminescence, 4-6 h; cells express a hypersensitive GLP-1R form; Potency, µM (top dose mostly 45.6 µM), inactives show top-dose activation, actives largely listed as activators; hit rate 0.007% among 380,000; AID 624172, 2012; note: potency is the fitted concentration of half-maximal effect; % of control where 0% means no effect
Target sequence (P43220 whole entry, looked up): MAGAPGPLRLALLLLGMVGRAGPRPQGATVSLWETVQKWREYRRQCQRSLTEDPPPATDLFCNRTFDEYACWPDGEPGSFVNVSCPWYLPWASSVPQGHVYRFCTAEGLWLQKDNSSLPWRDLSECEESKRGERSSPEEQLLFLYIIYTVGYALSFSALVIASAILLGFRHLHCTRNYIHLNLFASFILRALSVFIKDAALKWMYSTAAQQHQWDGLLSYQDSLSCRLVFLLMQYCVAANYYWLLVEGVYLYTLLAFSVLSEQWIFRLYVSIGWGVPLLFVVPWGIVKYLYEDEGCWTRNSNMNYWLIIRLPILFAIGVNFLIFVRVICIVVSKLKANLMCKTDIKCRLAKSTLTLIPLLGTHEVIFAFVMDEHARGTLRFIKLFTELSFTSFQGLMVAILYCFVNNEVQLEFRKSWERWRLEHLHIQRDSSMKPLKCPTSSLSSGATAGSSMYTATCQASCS
DRD3 antagonist: qHTS of D3 Dopamine Receptor Antagonist: qHTS | D(3) dopamine receptor (Homo sapiens), P35462 | D3R cells, DiscoveRx beta-arrestin luminescence, antagonist mode; hits give low values | max response, negative = inhibition, % | hit rate 2.5% among 360,000 | AID 652054, 2013; in the data active = max response below about -50%; inconclusive = no clear call, values can overlap the other calls; note: % is set by controls: 0 for no effect and ±100 for the full control effect; mostly tested at two doses, the higher about 12 µM
Target sequence (P35462 whole entry, looked up): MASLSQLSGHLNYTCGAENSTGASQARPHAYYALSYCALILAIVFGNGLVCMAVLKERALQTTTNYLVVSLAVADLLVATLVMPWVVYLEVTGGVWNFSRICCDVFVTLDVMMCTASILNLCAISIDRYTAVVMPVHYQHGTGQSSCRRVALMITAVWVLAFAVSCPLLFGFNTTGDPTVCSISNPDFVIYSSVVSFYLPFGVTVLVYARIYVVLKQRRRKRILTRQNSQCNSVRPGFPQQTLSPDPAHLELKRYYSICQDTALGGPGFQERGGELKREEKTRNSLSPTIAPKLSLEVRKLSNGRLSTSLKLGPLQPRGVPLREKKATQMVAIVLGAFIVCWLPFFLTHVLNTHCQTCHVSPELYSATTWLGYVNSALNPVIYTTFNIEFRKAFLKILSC
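Cells expressing the human receptor were seeded at 1500 cells/well, incubated overnight at 37 degrees C in 5% CO2, then exposed to library compounds with dopamine controls for 90 minutes at 37 degrees C before luminescent detection.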
SW480 rereplic: A quantitative high throughput screen for small molecules that induce DNA re-replication in SW480 colon adenocarcinoma cells; SW480 DNA re-replication, Hoechst DNA content imaging, 48 h; Potency, µM (titrated, usually from 46.1 µM), without a hit: at the top dose re-replication activation, most hits filed as activators; hit rate 1.8% among 340,000; note: potency is the fitted concentration of half-maximal effect; % of control where 0% means no effect; nearly all actives have a fitted effect of over 55% in size
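Hoechst fluorescence of nuclei (405 nm excitation, 500-530 nm emission) measured by plate-scanning imager after 48 hr compound exposure at 37 C; re-replication scored as increased number of nuclei with elevated intensity.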
HT1080NT lethal: qHTS for induction of synthetic lethality in tumor cells producing 2HG: qHTS for the HT-1080-NT fibrosarcoma cell line. HT-1080-NT fibrosarcoma viability, CellTiter-Glo ATP luminescence, 48 h. Potency, µM (highest dose often 46.1 µM), inactives show at the top dose activity, negative = less viability, usual class: cytotoxic. hit rate 1.6% among 360,000;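 note: NT is the 2HG producing partner of a matched IDH1 knockdown line; potency is the fitted concentration of half-maximal effect; 0% = DMSO-treated cells and -100% = media-only wells without cells; nearly all actives have a fitted effect of over 55% in size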
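750 cells/well, RPMI + 5% FBS; 2 h settle, compound pin-transfer, 48 h at 37 degrees C. CellTiter-Glo 10 min RT, luminescence. Normalized to DMSO and media-only wells.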
KB-3-1 tox: qHTS assay for MDR1-selective chemotherapeutics: Primary screen using the parental adenocarcinoma cell KB-3-1; Potency, µM (highest dose often 46.1 µM), for inactives: at the top dose activity change, negative = cytotoxic, actives largely listed as cytotoxic; KB-3-1 viability, CellTiter-Glo ATP luminescence, 72 h; hit rate 1.4% among 400,000; note: potency is the fitted concentration of half-maximal effect; % is set by controls: 0 for no effect and ±100 for the full control effect; nearly all actives have a fitted effect of over 60% in size
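Parental KB-3-1 viability, qHTS format: 72 h compound exposure, 37 °C; CellTiter-Glo; media-only wells and DMSO plates as controls; concentration-effect fits on corrected data.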
DRD3 agonist: qHTS of D3 Dopamine Receptor Agonist: qHTS | D(3) dopamine receptor (Homo sapiens), P35462 | D3R DiscoveRx beta-arrestin cells, luminescence, 90 min | max activation, % | hit rate 0.58% among 410,000 | AID 652048, 2013; in the data active = max activation above about 30%; note: 0% is about no effect; mostly tested at two doses, the higher about 12 µM
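Cells at 1500/well, incubated overnight, then treated with pinned compounds (dopamine as control) for 90 min at 37 degrees C. DiscoveRx reagent added for 30 - 60 minutes at room temperature; luminescence read.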
IL-1B inflam inh: qHTS for Inhibitors of Inflammasome Signaling: IL-1-beta AlphaLISA Primary Screen. THP-1 LPS/ATP IL-1B secretion, AlphaLISA, 16 h; hits give low values. activity change, % at 57.5 µM. hit rate 4.7% among 360,000; in the data active = activity change below about -50%; inconclusive = mostly about -30% to -49%; note: % is set by controls: 0 for no effect and ±100 for the full control effect
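Secreted IL-1B measured by AlphaLISA bead assay after 16 h compound exposure of THP-1 cells; compounds (final up to 57.5 uM) added 1 h before LPS (250 ng/mL) and ATP (1.25 mM) stimulation; lower signal means less secretion.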
* marks the source's active call; other numbers are inactive results; ? = inconclusive; · = no result given; [ ] = dose if it differs, or a comment. Unless noted, calls come from the whole dose curve; as a rule, active = well fitted curve in the direction sought with a large enough effect; inconclusive = small, poorly fitted or top-dose-only effect, or another doubt; inactive = no such curve, though single readings can be large; an effect the other way counts as inactive or inconclusive.

SMILES | KB-V1 cytotox | HT1080 IDH1KD tx | GLP1R ag | DRD3 antagonist | SW480 rereplic | HT1080NT lethal | KB-3-1 tox | DRD3 agonist | IL-1B inflam inh
CCc1ccc(-c2csc3[n+]2CCN3C(C)=O)cc1 | 9% | -4% | 7% | 12 | 2.3µM* | 0% | 1% | 10 | -9
Cc1nnc(NC(=O)C2CCN(S(=O)(=O)c3cc([N+](=O)[O-])ccc3Cl)CC2)o1 | 11% | -1% | -5% | -16 | ? | -1% | 2% | 2 | 9
c1cc2c(cc1-c1cnc3n1CCC3)OCCO2 | -16% | ? | -5% | 7 | 1% | ? | -9% | 4 | -29
Cc1ccc(C(=O)O/N=C/c2ccc(N(C)C)cc2)cc1 | 0% | 21% | -8% | 4 | -4% | 11% | 4% | 4 | -4
CCCn1cc(CN2CCC(Cc3cccc(F)c3)(C(=O)OCC)CC2)c(C)n1 | -13% | 3% | 9% | -6 | 20% | -3% | -27% | -17 | 10
OC(c1ccc(Cl)c(Cl)c1)c1ncc(-c2ccccc2Cl)[nH]1 (stereo not drawn) | 12% | ? | -3% | ? | · | ? | 0% | -1 | 0
O=C(c1cnn2c1NC(c1ccc(Br)cc1)CC2C(F)(F)F)N1CCN(C23CC4CC(CC(C4)C2)C3)CC1 (stereo not drawn) | ? | -16% | -3% | -21 | 6% | -23% | ? | -2 | 1
O=C(N/N=C/c1ccccn1)NC12CC3CC(CC(C3)C1)C2 | -22% | -3% | 25% | 19 | -5% | 0% | -3% | -4 | -2
CSc1nc(Cl)c(C#N)c(-c2ccc(C)cc2)n1 | -5% | 4% | -1% | -20 | -7% | 0% | 0% | 4 | 8
CCOC(=O)C1CCCN(S(=O)(=O)c2ccc(S(N)(=O)=O)cc2)C1 (stereo not drawn) | 16% | -14% | 1% | 4 | -2% | -2% | -17% | 17 | -12
CCOC(=O)CC1CCCCN1C(=O)c1cc(COc2cccc3cnccc23)on1 (stereo not drawn) | ? | 4.1µM* | 13% | 7 | -31%[inhibitor] | 23µM* | -25% | 5 | -12
Nc1nonc1-c1nc2ccccc2[nH]1 | -19% | 7% | 3% | 12 | -2% | 12% | -13% | 1 | 5
COc1ccc(CC(=O)Nc2ccc(OC)c(NC(=O)c3ccco3)c2)cc1 | 0% | -12% | 8% | -19 | -1% | -9% | 9% | -8 | 0
O=C(Nc1ncccc1Cl)C1COc2ccccc2O1 (stereo not drawn) | -15% | 25% | ? | -26 | 10% | 5% | -1% | -16 | -11
COc1cccc(OC)c1C(=O)OCCCOC(=O)c1c(OC)cccc1OC | -18% | 8% | 7% | 7 | 1% | -1% | 5% | 2 | 34

Next structures:
SMILES | KB-V1 cytotox | HT1080 IDH1KD tx | GLP1R ag | DRD3 antagonist | SW480 rereplic | HT1080NT lethal | KB-3-1 tox | DRD3 agonist | IL-1B inflam inh
Clc1ccc(C[n+]2csc3ccccc32)cc1 | 23µM* | -9% | 2% | ? | -706%[inhibitor] | -4% | -18% | -6 | -110*
CCCCNC(=O)CCCCCNS(=O)(=O)c1ccc(OC)cc1 | -30% | 12% | 3% | 1 | -2% | 3% | -9% | 2 | -20
CC(C)(C)C(=O)COC(=O)c1cc2ccccc2cc1O | 9% | -1% | 8% | -14 | -2% | 6% | 3% | -1 | 22
Cc1cc(NC(=O)CSCC(=O)N(C)Cc2c(F)cccc2Cl)no1 | -27% | 1% | 4% | 1 | -47% | -8% | 1% | -15 | 10
Cc1nn(-c2ccccc2)c(Cl)c1C1C(C#N)=C(N)OC2=C1C(=O)CCC2 (stereo not drawn) | 3% | -12% | 1% | 11 | -7% | -4% | 5% | 1 | 20
O=C(Nc1nnc(S(=O)(=O)N2CCN(c3ccc(F)cc3)CC2)s1)c1ccco1 | 18% | 6% | -4% | 0 | -5% | 2% | 0% | 0 | 7
Cc1ccc(NC(=O)Nc2nnc(-c3ccncc3)s2)cc1C | ? | -2% | -5% | 21 | 3% | -19% | ? | 9 | -25
COc1ccc(CCNC(=O)C2=COCCO2)cc1 | 11% | 18% | -16% | 18 | -5% | 15% | 9% | -3 | 27
O=C(Nc1nc2c(s1)CN(Cc1ccccc1)CC2)c1c(F)cccc1F | ? | 6% | 3% | 17 | -1% | -9% | 0% | 3 | ?
C=CCn1c(-c2ccccc2OC)n[nH]c1=S | 4% | 1% | -4% | 12 | -3% | 12% | 2% | 1 | 18
CC(=O)N1CCN(C(=O)c2ccc3oc(CCCc4ccccc4)nc3c2)CC1 | -7% | 10% | -2% | -19 | -7% | 8% | 8% | -3 | -2
CC(=O)N1CCc2cc(Br)cc(S(=O)(=O)N3CCc4ccccc43)c21 | ? | -1% | 5% | 6 | -39%[inhibitor] | -2% | 4% | 4 | 46
Cc1cc(Br)ccc1NC(=O)c1ccco1 | 8% | 8% | -1% | -2 | 8% | 15% | 17% | 4 | -17
Cc1ccc(NC(=O)c2cncc(Br)c2)c(O)c1 | -27% | 1% | -3% | -12 | -4% | 0% | 26% | -3 | -9
O=C1Nc2ccccc2C1=Nc1ccc(S(=O)(=O)Nc2nccs2)cc1 | 13% | 11% | -1% | -14 | -4% | 5% | -2% | -16 | -3

(cont.)
SMILES | KB-V1 cytotox | HT1080 IDH1KD tx | GLP1R ag | DRD3 antagonist | SW480 rereplic | HT1080NT lethal | KB-3-1 tox | DRD3 agonist | IL-1B inflam inh
Cc1c(NC(=O)CSc2nnc(Nc3ccccc3)s2)c(=O)n(-c2ccccc2)n1C | 3% | 12% | 6% | 6 | · | 10% | 0% | 1 | 9
O=C(NC1CC1)c1ccc(NC(=O)C2CCCC2)cc1 | 0% | 10% | 1% | 0 | -59%[inhibitor] | 14% | 0% | 2 | -17
CCN(CC)CCCn1c2c(c(SCC(=O)Nc3ccc(C)c(F)c3)nc1=O)CCC2 | 1% | 4% | 1% | 6 | -1% | -1% | 0% | -7 | -67*
C[C@H](NC(=O)C1CCN(S(=O)(=O)c2ccccc2)CC1)C(=O)NCc1ccccc1 | -1% | 2% | -2% | 8 | -22% | 17% | 4% | -12 | 18
c1ccc(CNc2nc(-c3cccnc3)cs2)cc1 | 4% | -17% | 19% | -2 | 0% | 4% | -3% | 1 | -17
CC(C)(C)n1nnnc1C(c1cccnc1)N1CCN(C2CCCCC2)CC1 (stereo not drawn) | 3% | 20%[9.24 µM] | 0% | -14 | -1% | 9% | -7% | 2 | 8
CCOc1ccc(C2=Nn3c(nnc3-c3ccccc3OC)SC2)cc1 | ? | 0.01µM* | ? | ? | 0.26µM* | 0.21µM* | 0.012µM* | -3 | 121
CCN(CCCNC(=O)c1c(C)cc(=O)oc1C)c1ccccc1 | -9% | 7% | 4% | -19 | 1% | 1% | -4% | -18 | 24
CC(C)(C)Nc1c(-c2ccc(O)cc2)nc2ccc(Cl)cn12 | 10% | 14% | 7% | 21 | -7% | 11% | 7% | -10 | 9
CCOc1cccc(/C=N/NC(=O)c2cc(C3CC3)[nH]n2)c1O | -10% | -28% | 9% | -11 | ? | ? | ? | -1 | 94
N#Cc1ccc(C(C(=O)Nc2ccc3c(c2)OCCO3)n2c(=O)c(-c3ccco3)nc3ccccc32)cc1 (stereo not drawn) | -4% | -12% | · | -4 | · | 0% | 7% | -2 | -1
COCCNc1nc(NCc2ccccc2)c2cnn(C)c2n1 | -8% | 3% | 13% | 5 | -11% | -12% | 11% | 3 | 1
Cc1ccc(C2C=C(c3ccccc3)Nc3ncnn32)cc1 (stereo not drawn) | 8% | 9% | 4% | 24 | -6% | 8% | -5% | 7 | -21
Cc1ccc(OCc2cc(C(=O)NCc3ccc(OC(F)(F)F)cc3)no2)cn1 | -6% | -17% | 13% | 2 | ? | -8% | ? | 8 | -7
COc1ccccc1NC(=O)Nc1nnc(Cc2ccccc2F)s1 | 0% | ? | 8% | 0 | -19% | ? | 0% | 2 | 16

Further records follow.
SMILES | KB-V1 cytotox | HT1080 IDH1KD tx | GLP1R ag | DRD3 antagonist | SW480 rereplic | HT1080NT lethal | KB-3-1 tox | DRD3 agonist | IL-1B inflam inh
CSc1ncccc1C(=O)Nc1ncc(C)s1 | 8% | 2% | 8% | 0 | 0% | 7% | 7% | -4 | 30
O=C(N/N=C/c1ccc(F)cc1)c1sccc1OCc1ccc(F)cc1 | 7.3µM* | 16µM* | 7% | 17 | 9.2µM* | 13µM* | ? | -6 | 46
CC(C)(C)NC(=O)C(c1cccc2ccccc12)n1c(=O)c(-c2ccco2)nc2ccccc21 (stereo not drawn) | -17% | -19% | · | -27 | · | -12% | -1% | -7 | 14
CC(=O)N1c2c(cc(Br)cc2S(=O)(=O)N2CCN(c3ccccn3)CC2)CC1C (stereo not drawn) | -9% | -2% | 4% | 13 | -3% | 2% | 13% | 0 | -4
COc1ccccc1C(=O)Nc1ccc(S(=O)(=O)N2CCc3ccccc32)cc1 | ? | 1% | -2% | 2 | ? | 2% | -3% | -3 | -9
O=C(C[n+]1ccc(C(=O)NCc2ccccc2)cc1)c1ccc(OC(F)F)cc1 | 6% | 9% | 20% | 1 | -1% | 15% | 7% | 7 | -12
CC(=O)NC1CC2CCCC(C1)N2Cc1ccc(C)cc1 (stereo not drawn) | 1% | 4% | 0% | -113* | -6% | 3% | -3% | -7 | -2
Cc1cc(C)c2nc(NC(=O)c3ccc(S(=O)(=O)N4CCC(C)CC4)cc3)sc2c1 | -4% | · | -7% | · | · | · | 20% | 4 | ·
COc1ccc2[nH]c3c(=O)n(/N=C/[C@H]4C(C)C=C(C)CC4C)c(=O)[nH]c3c2c1 (stereo partly drawn) | -16% | ? | -6% | -22 | 18µM* | ? | ? | 0 | -58*

Assay outcomes as filed in PubChem BioAssay.

Hits appear at their usual frequency; any-hit rate near 12%.
